Bioassay records as filed in PubChem BioAssay.
GRP78 ERSR act: induces the endoplasmic reticulum stress response in human glioma cells; U87-MG GRP78 promoter luciferase reporter, 16 h; Potency, µM, for the others: top-dose activation, usual class: activators; 420,000 tested, 0.02% active; also: potency is read from the fitted curve at half-maximal effect; series mostly up to about 76 µM; % of control where 0% means no effect; nearly all actives have a fitted effect of over 35% in size
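ERSR induction read as luciferase luminescence (Bright-Glo, 10 min at room temperature) in stably transfected human U87-MG glioma cells exposed to compounds for 16 h, using GRP78 as sensor.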
RXFP1 antag: antagonists of human relaxin receptor RXFP1; 350,000 tested, 0.59% active; HEK293-RXFP1, relaxin-stimulated cAMP HTRF, 30 min; stronger effect = lower value; activity change, negative = inhibition, % at 57.5 µM; AID 1259400; Q9HBX9;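 active = activity change of -60% or lower, but not beyond a set lower limit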; also: % is scaled to controls: 0 for no effect and ±100 for the full control effect
D1 PAM: potentiators of human D1 dopamine receptor; AID 504651; HEK293 TREx D1 cells, calcium flux, dopamine EC20 potentiation; potentiation, % at 10 µM; 360,000 tested, 0.036% active; P21728; in the data active = potentiation above about 30%; also: 0% is about no effect
Target sequence (P21728 whole entry, looked up): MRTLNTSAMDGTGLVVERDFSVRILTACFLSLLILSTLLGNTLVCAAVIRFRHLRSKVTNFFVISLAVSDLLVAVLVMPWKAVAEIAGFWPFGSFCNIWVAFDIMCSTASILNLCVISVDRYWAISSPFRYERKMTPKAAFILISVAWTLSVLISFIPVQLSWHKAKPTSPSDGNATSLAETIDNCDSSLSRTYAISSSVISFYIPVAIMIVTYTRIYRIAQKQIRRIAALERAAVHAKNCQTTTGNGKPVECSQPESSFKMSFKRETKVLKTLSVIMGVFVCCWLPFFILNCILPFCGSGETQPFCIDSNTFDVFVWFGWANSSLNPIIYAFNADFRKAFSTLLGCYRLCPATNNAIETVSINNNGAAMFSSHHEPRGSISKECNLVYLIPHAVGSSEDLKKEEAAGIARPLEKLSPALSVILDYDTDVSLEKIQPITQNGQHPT
D1 antagonist: human D1 dopamine receptor antagonism | AID 504652 | HEK293 TREx D1 cells, calcium flux, dopamine EC80; stronger effect = lower value | P21728 | 360,000 tested, 3.2% active | activity change, negative = inhibition, % at 10 µM; in the data active = activity change below about -30%; also: % is scaled to controls: 0 for no effect and ±100 for the full control effect
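Calcium flux readout: force-coupled, inducible Hek293 Trex D1 line, cells induced overnight at 30 C with tetracycline, dye-loaded 30–90 min at RT. Antagonism scored against EC80 dopamine challenge given 180 s after compound.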
Vif-APOBEC3G blk: Vif-A3G binding inhibition; Potency, µM (top dose mostly 46.1 µM), for the others: top-dose activity, negative = active, hits mostly inhibitors; AID 602310; 410,000 tested, 0.076% active; HeLa A3G-eYFP + Vif (tagged APOBEC3G with the HIV-1 protein that degrades it), YFP fluorescence, overnight;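 also: potency is read from the fitted curve at half-maximal effect; % is scaled to controls: 0 for no effect and ±100 for the full control effect; nearly all actives have a fitted effect of over 60% in size; hits raise eYFP signal because A3G escapes Vif-driven loss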
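Read-out is eYFP fluorescence (Ex 488/Em 500-530) from Vif-expressing HeLa A3G-eYFP cells; more signal means A3G escaped Vif-mediated degradation. Cells plated overnight, compound pinned in, incubated overnight at 37 deg C.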
D2 PAM: D2 dopamine receptor (human) potentiation | P14416 | HEK293 T-REx D2, calcium flux, EC20 dopamine potentiation | potentiation, % at 10 µM | 340,000 tested, 0.34% active;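 active = potentiation over 3 SD above the plate norm, cut at about 30% in these data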; also: 0% is about no effect
Target sequence (P14416 whole entry, looked up): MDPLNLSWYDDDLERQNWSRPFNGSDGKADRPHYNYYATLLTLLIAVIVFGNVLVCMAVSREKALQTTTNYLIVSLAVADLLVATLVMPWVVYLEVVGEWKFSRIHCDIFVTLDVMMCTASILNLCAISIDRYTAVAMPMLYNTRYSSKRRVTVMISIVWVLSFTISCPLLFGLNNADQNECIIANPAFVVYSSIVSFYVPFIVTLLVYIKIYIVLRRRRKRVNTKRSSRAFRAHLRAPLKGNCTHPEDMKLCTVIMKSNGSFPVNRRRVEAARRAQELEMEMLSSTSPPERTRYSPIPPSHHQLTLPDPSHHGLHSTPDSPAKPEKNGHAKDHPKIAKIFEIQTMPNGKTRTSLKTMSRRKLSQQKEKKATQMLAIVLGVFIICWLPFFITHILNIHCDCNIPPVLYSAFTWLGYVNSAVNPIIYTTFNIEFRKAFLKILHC
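Potentiation of an EC20 dopamine calcium response measured kinetically over 180 s, after a preceding 180 s compound-only read flagging agonists. Cells: inducible Hek293 Trex D2 line, 4000/well, cultured overnight at 30 C before dye loading.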
RXFP1 ag: agonists of human relaxin receptor RXFP1 | Q9HBX9 | HEK293T-RXFP1 cAMP TR-FRET, 30 min; response scale: percent of porcine relaxin response, buffer zero | Potency, µM (top dose mostly 57.5 µM), for the others: at the top dose activation, hits mostly activators | 370,000 tested, 0.3% active; also: potency is read from the fitted curve at half-maximal effect; % is scaled to controls: 0 for no effect and ±100 for the full control effect; nearly all actives have a fitted effect of over 60% in size; many of its hits are not listed in these tables
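HEK293T cells stably expressing RXFP1 were pretreated with the PDE4 inhibitor Ro 20174, exposed to compounds for 30 min at 37C, lysed, and cAMP was read by TR-FRET. Data normalized to buffer (basal) and 29 nM porcine relaxin (100%).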
Vif-APOBEC3F blk: blocks the Vif interaction with APOBEC3F; HeLa A3F-eYFP + Vif (tagged APOBEC3F with the HIV-1 protein that degrades it), YFP fluorescence increase; Potency, µM (doses to about 46.1 µM), for inactives: top-dose activity, negative = active; 390,000 tested, 0.2% active; also: potency is read from the fitted curve at half-maximal effect; % of control where 0% means no effect; nearly all actives have a fitted effect of over 65% in size
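Fluorescence increase (Ex 488/Em 500-530) after overnight compound treatment at 37 deg C flags inhibition of Vif-driven A3F-eYFP loss in stable HeLa A3F-eYFP/Vif cells seeded overnight beforehand.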
D1 ag: human D1 receptor agonism; 360,000 tested, 1% active; HEK293 T-REx D1 cells, calcium flux, agonist mode; AID 504660; P21728; activation, % at 2 µM; in the data active = activation above about 30%; also: 0% is about no effect
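Agonism was scored from calcium flux recorded over 180 s (1 read/s) after pintool compound addition, following a 10-cycle baseline. Cells were inducible force-coupled HEK293 TREx D1, plated overnight at 30 C and loaded with no-wash calcium dye.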
Active calls of the source: *. Unless noted, calls follow the shape of the dose curve; as a rule, active = well fitted curve in the direction sought with a large enough effect; inconclusive = small, poorly fitted or top-dose-only effect, or another doubt; inactive = no such curve, though single readings can be large; an effect the other way counts as inactive or inconclusive. The list is partial, so the mix of outcomes need not match the whole.

Cc1ccc(CCc2nnc(SCC(=O)Nc3ccccc3Cl)n2-c2ccccc2)o1 was read as GRP78 ERSR act 0%, RXFP1 antag 12, D1 PAM 3, D1 antagonist 15, Vif-APOBEC3G blk 2%, D2 PAM -10, RXFP1 ag 2.9%, Vif-APOBEC3F blk -9% and D1 ag 7.
`O=C(CCn1ccc2cc(S(=O)(=O)N3CCCC3)ccc21)NCc1ccccc1` gave GRP78 ERSR act 3%, RXFP1 antag 10, D1 PAM 0, D1 antagonist -14, Vif-APOBEC3G blk 1%, D2 PAM 9, RXFP1 ag 0.5%, Vif-APOBEC3F blk -11% and D1 ag 0.
Screening O=S(=O)(Nc1ccccc1Br)c1cccc2cccnc12 returned GRP78 ERSR act -7%, RXFP1 antag 8, Vif-APOBEC3G blk -1% and Vif-APOBEC3F blk 0%.
Screening Cc1c(NS(=O)(=O)c2cc(C(=O)NCc3cccnc3)ccc2Cl)c(=O)n(-c2ccccc2)n1C returned GRP78 ERSR act -6%, RXFP1 antag -3, Vif-APOBEC3G blk -2% and Vif-APOBEC3F blk -3%.
Screening Cc1ccccc1Nc1sc(C(=O)c2ccccc2)c(N)c1S(C)(=O)=O returned GRP78 ERSR act -3%, RXFP1 antag -23, D1 PAM -3, D1 antagonist 2, Vif-APOBEC3G blk 4%, D2 PAM 6, RXFP1 ag 0.8%, Vif-APOBEC3F blk -10% and D1 ag 11.
O=C(Nc1ccc(Cl)cc1)c1ccc(OC2CSC2)cc1 was read as GRP78 ERSR act 3%, RXFP1 antag 2, D1 PAM -2, D1 antagonist -2, Vif-APOBEC3G blk -4%, D2 PAM 2, RXFP1 ag 4.3%, Vif-APOBEC3F blk 2% and D1 ag 5.
For CCCSC1=C(C#N)C(c2ccccc2OCC)CC(=O)N1 (centres undefined) the results were GRP78 ERSR act -5%, RXFP1 antag -3, D1 PAM 5, D1 antagonist 8, Vif-APOBEC3G blk -3%, D2 PAM 10, RXFP1 ag 1.8%, Vif-APOBEC3F blk -4% and D1 ag 2.
COc1cc2oc(=O)c(CC(=O)NCCc3ccccc3)c(C)c2cc1Cl was read as GRP78 ERSR act -2%, RXFP1 antag 0, D1 PAM 0, D1 antagonist -3, Vif-APOBEC3G blk -6%, D2 PAM 1, RXFP1 ag 11%, Vif-APOBEC3F blk -5% and D1 ag 6.
O=C(OCC(=O)N1CCCC1=O)c1ncc(Cl)c(Cl)c1Cl was read as GRP78 ERSR act -1%, RXFP1 antag -10, D1 PAM -2, D1 antagonist -6, Vif-APOBEC3G blk 1%, D2 PAM 2, RXFP1 ag -0.3%, Vif-APOBEC3F blk 2% and D1 ag 3.
`COCCNC(=O)NC12CC3CC(CC(C3)C1)C2` gave GRP78 ERSR act -6%, RXFP1 antag -7, D1 PAM 8, D1 antagonist -8, Vif-APOBEC3G blk 0%, D2 PAM -5, RXFP1 ag -1.2%, Vif-APOBEC3F blk -2% and D1 ag 5.
For Cc1sc(N2CCN(S(=O)(=O)c3ccc4c(c3)NC(=O)CO4)CC2)nc1-c1ccccc1 the results were GRP78 ERSR act 0%, RXFP1 antag -13, D1 PAM -10, D1 antagonist -7, Vif-APOBEC3G blk 4%, D2 PAM -1, RXFP1 ag -1.9%, Vif-APOBEC3F blk -6% and D1 ag 3.
Screening Cc1cc(=O)oc(C)c1C(=O)NCc1c(F)cc(F)cc1F returned GRP78 ERSR act -6%, RXFP1 antag 1, D1 PAM -16, D1 antagonist 5, Vif-APOBEC3G blk -8%, D2 PAM -3, RXFP1 ag 1.3%, Vif-APOBEC3F blk -5% and D1 ag 0.
`COc1ccc(CN2C(=O)CN(C3CCCCCC3)C(=O)C2c2ccc(OC)c(OC)c2)cc1` (centres undefined) gave GRP78 ERSR act -3%, RXFP1 antag 5, D1 PAM -5, D1 antagonist -16, Vif-APOBEC3G blk 0%, D2 PAM 1, RXFP1 ag 1.8%, Vif-APOBEC3F blk -10% and D1 ag 3.
Screening COc1cccc(C(=O)Oc2c(Br)cc(Br)cc2/C=N/NC(=O)c2cc(C)[nH]n2)c1 returned GRP78 ERSR act 4%, RXFP1 antag -7, D1 PAM -3, D1 antagonist -32*, Vif-APOBEC3G blk -3%, D2 PAM 3, RXFP1 ag 1.4%, Vif-APOBEC3F blk 0% and D1 ag 10.
O=C(O)c1ccc(N2C(=O)C3C4c5ccccc5C(Br)(c5ccccc54)C3C2=O)cc1 (centres undefined) was read as GRP78 ERSR act 0%, RXFP1 antag -27, D1 PAM -2, D1 antagonist 2, Vif-APOBEC3G blk 0%, D2 PAM 3, RXFP1 ag 3.1%, Vif-APOBEC3F blk -10% and D1 ag 4.
Screening COc1ccccc1CNc1ccc2nnc(CCNC(=O)c3ccccc3)n2n1 returned GRP78 ERSR act 2%, RXFP1 antag 10, D1 PAM -1, D1 antagonist 8, Vif-APOBEC3G blk -9%, D2 PAM 10, RXFP1 ag -0.8%, Vif-APOBEC3F blk 7% and D1 ag 1.
C[C@H]1CN(c2ccc(Br)cc2)C(=O)[C@@H]1CC(=O)Nc1ccccc1 was read as GRP78 ERSR act -1%, RXFP1 antag -8, Vif-APOBEC3G blk 1% and Vif-APOBEC3F blk 0%.
`Cc1ccccc1NC(=O)Cc1nc(COC(=O)Cc2c(F)cccc2Cl)cs1` gave GRP78 ERSR act 0%, RXFP1 antag 6, D1 PAM -9, D1 antagonist -5, Vif-APOBEC3G blk 3%, D2 PAM -5, RXFP1 ag 0.7%, Vif-APOBEC3F blk 1% and D1 ag 16.
Screening Cc1cc(C)n(-c2ccc(C(=O)Nc3cccc(S(=O)(=O)N(C)C)c3)cc2)n1 returned GRP78 ERSR act -6%, RXFP1 antag -14, D1 PAM -6, D1 antagonist -15, Vif-APOBEC3G blk 0%, D2 PAM -21, RXFP1 ag 0.8%, Vif-APOBEC3F blk 3% and D1 ag 6.
CCOc1ccc(/C=N/NC(=O)c2ccoc2C)cc1OC was read as GRP78 ERSR act 1%, RXFP1 antag 10, D1 PAM -6, D1 antagonist -21, Vif-APOBEC3G blk 1%, D2 PAM 3, RXFP1 ag 1.8%, Vif-APOBEC3F blk -9% and D1 ag 5.
CCc1sc(Nc2ccc(C)cc2Br)nc1-c1cc2cccc(OC)c2oc1=O was read as GRP78 ERSR act -3%, RXFP1 antag 0, D1 PAM -2, D1 antagonist 7, Vif-APOBEC3G blk 0%, D2 PAM -11, RXFP1 ag 0.4%, Vif-APOBEC3F blk -7% and D1 ag 0.
Screening COCCCN1CN(Cc2ccccc2)CNC1=S returned GRP78 ERSR act 0%, D1 PAM 0, D1 antagonist -15, Vif-APOBEC3G blk 3%, D2 PAM -2, RXFP1 ag -1.4%, Vif-APOBEC3F blk 4% and D1 ag 1.
Cc1cc(C)cc(OC(=O)CCN2C(=O)C3C4C=CC(C5CC45)C3C2=O)c1 (centres undefined) was read as GRP78 ERSR act -4%, RXFP1 antag -12, D1 PAM 0, D1 antagonist 4, Vif-APOBEC3G blk 0%, D2 PAM -2, RXFP1 ag 3.6%, Vif-APOBEC3F blk -21% and D1 ag 0.
`CCC1CCCCN1C(=O)c1cc(-c2ccc(Cl)c(Cl)c2)on1` (centres undefined) gave GRP78 ERSR act 7%, RXFP1 antag -15, D1 PAM 3, D1 antagonist 0, Vif-APOBEC3G blk 3%, D2 PAM 2, RXFP1 ag -3.4%, Vif-APOBEC3F blk -5% and D1 ag 14.
`CCOC(=O)c1c(CC(C)C)csc1NC(=O)COC(=O)c1cc(OC)c(OC)cc1[N+](=O)[O-]` gave GRP78 ERSR act -4%, RXFP1 antag 8, D1 PAM 2, D1 antagonist 8, Vif-APOBEC3G blk 0%, D2 PAM 8, RXFP1 ag 0.0%, Vif-APOBEC3F blk -5% and D1 ag 3.
`COc1ccc(NC(=O)COC(=O)c2c(NC(C)=O)sc(C)c2C)cc1` gave GRP78 ERSR act -4%, RXFP1 antag 13, Vif-APOBEC3G blk -7% and Vif-APOBEC3F blk -22%.
For c1ccc(-c2ccc(-c3nccc4ccccc34)[nH]2)cc1 the results were D1 PAM 2, D1 antagonist 34, D2 PAM 0, RXFP1 ag 2.2% and D1 ag 3.
C/C(=N\Nc1nc(N2CCOCC2)nc(N2CCOCC2)n1)c1ccc([N+](=O)[O-])cc1 was read as GRP78 ERSR act -2%, RXFP1 antag -23, D1 PAM -4, D1 antagonist -5, Vif-APOBEC3G blk 0%, RXFP1 ag 0.3%, Vif-APOBEC3F blk -2% and D1 ag 3.
Screening CC(NC(=O)c1ccccc1N)c1ccccc1 (centres undefined) returned GRP78 ERSR act -7%, RXFP1 antag -3, D1 PAM -5, Vif-APOBEC3G blk 0%, D2 PAM 2, RXFP1 ag 6.9%, Vif-APOBEC3F blk -5% and D1 ag 3.
For CCOc1ccc(Cl)cc1CSc1n[nH]c(C)n1 the results were GRP78 ERSR act 0%, RXFP1 antag 10, D1 PAM 4, D1 antagonist 2, Vif-APOBEC3G blk 0%, RXFP1 ag 1.0%, Vif-APOBEC3F blk 13% and D1 ag 1.
For CC(=O)Oc1cc2oc(=O)c3c(c2cc1Cl)CCC3 the results were GRP78 ERSR act -3%, RXFP1 antag -1, D1 PAM -1, D1 antagonist 5, Vif-APOBEC3G blk 0%, D2 PAM 4, RXFP1 ag 6.1%, Vif-APOBEC3F blk 0% and D1 ag 3.
For OC(CNCc1ccccc1C(F)(F)F)C(F)(F)F (centres undefined) the results were GRP78 ERSR act 2%, RXFP1 antag -2, D1 PAM 1, Vif-APOBEC3G blk -2%, D2 PAM -4, RXFP1 ag -1.7%, Vif-APOBEC3F blk 2% and D1 ag -1.
For CCSc1ncc(C#N)c(=O)[nH]1 the results were GRP78 ERSR act 3%, RXFP1 antag -11, D1 PAM -3, D1 antagonist -14, Vif-APOBEC3G blk 0%, D2 PAM -2, RXFP1 ag 0.7%, Vif-APOBEC3F blk 4% and D1 ag 3.
For Cc1ccc(S(=O)(=O)Oc2ccc(N3C(=O)C4C5CCC(C5)C4C3=O)cc2)cc1 (centres undefined) the results were GRP78 ERSR act 0%, RXFP1 antag -11, D1 PAM -5, D1 antagonist 11, Vif-APOBEC3G blk -10%, D2 PAM -1, RXFP1 ag 1.6%, Vif-APOBEC3F blk -2% and D1 ag 10.
